# PrPC surface inh: inhibitors of human cell surface prion protein PrPC, primary screen, cell-based, TR-FRET. inhibition, % at 13.8 µM. TR-FRET read-out. Major prion protein (Homo sapiens), P04156. 370,000 tested, 0.43% active; in the data active = inhibition above about 24%; also: 0% = median of the test wells and 100% = reference compound wells
# PfHsp40 yeast: rescue of yeast from PfHsp40 toxicity, primary screen, S. cerevisiae, ATP luminescence. growth rescue, % at 12.5 µM. AID 504582, 2011. S. cerevisiae expressing PfHsp40, growth rescue. 340,000 tested, 0.68% active; in the data active = growth rescue above about 28%, passing the limit was not always enough; inconclusive = no clear call, values can overlap the other calls;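 also: yeast W303a lacking pdr1 and pdr3 grown in galactose medium; growth measured after three days at 30 °C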
# BoNT A protease: BoNT/A light chain protease inhibitors, primary screen, biochemical, flow cytometry, MLPCN library. Botulinum neurotoxin type A light chain protease (Clostridium botulinum A str. ATCC 3502). multiplex microsphere protease substrate cleavage. inhibition, % at 10 µM. 360,000 tested, 0.17% active; also: plate controls were buffer without enzyme for full effect and enzyme alone for no effect
# SSB-PriA inh: inhibitors of Klebsiella pneumoniae PriA binding to SSB C-terminal tail, primary screen, biochemical, AlphaScreen; inhibition, % at 33 µM; 430,000 tested, 0.6% active; AlphaScreen SSBct-PriA binding, biotinylated peptide; PriA–SSB C-terminal tail interaction (Klebsiella pneumoniae); in the data active = inhibition mostly above about 37%, no sharp cut-off; inactive = mostly below about 20%;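 also: plate controls were negative control peptide for no effect and reference peptide for full effect; strong numbers were not always called active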
# SARS 3CLpro inh: SARS-CoV 3CLpro protease inhibitors, primary screen, biochemical, quenched FRET; Replicase polyprotein 1ab (Severe acute respiratory syndrome coronavirus), P0C6X7; recombinant SARS-CoV 3CLpro, quenched FRET peptide cleavage; inhibition, % at 6 µM; 290,000 tested, 0.14% active; in the data active = inhibition above about 12%
# Anthrax LF prot: Bacillus anthracis LF protease inhibitors, primary screen, biochemical, multiplex microsphere, MLPCN library. Lethal factor (Bacillus anthracis), P15917. multiplex microsphere protease cleavage assay. inhibition, % at 10 µM. 360,000 tested, 0.12% active. AID 588501, 2011; also: plate controls were buffer without enzyme for full effect and enzyme alone for no effect
# Target sequence (P15917 whole entry, looked up): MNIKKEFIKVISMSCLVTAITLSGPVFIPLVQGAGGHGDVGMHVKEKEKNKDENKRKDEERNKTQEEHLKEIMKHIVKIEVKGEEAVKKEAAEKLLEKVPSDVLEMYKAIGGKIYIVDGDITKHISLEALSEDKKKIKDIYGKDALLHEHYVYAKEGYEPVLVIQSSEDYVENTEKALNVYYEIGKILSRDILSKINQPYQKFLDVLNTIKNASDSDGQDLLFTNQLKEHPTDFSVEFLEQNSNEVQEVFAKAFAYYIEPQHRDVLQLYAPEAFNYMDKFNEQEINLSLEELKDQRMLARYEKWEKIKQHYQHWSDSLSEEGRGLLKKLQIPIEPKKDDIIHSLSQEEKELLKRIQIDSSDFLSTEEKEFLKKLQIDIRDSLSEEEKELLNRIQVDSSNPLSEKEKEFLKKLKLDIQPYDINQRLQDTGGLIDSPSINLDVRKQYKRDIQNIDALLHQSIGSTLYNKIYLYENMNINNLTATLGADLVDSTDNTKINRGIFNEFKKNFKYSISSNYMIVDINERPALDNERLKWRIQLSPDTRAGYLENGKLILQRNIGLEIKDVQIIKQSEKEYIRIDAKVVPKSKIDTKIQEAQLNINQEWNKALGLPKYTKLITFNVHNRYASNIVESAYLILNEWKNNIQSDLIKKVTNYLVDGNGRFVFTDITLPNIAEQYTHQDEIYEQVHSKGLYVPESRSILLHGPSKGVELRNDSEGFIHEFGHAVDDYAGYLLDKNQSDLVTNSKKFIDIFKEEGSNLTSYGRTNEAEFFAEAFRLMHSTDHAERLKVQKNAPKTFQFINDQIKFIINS
# TcdB GH inh: TcdB glycohydrolase inhibitors, primary screen, biochemical, single point, plate reader | TcdB glycohydrolase enzymatic assay | inhibition, % at 9.99 µM | 350,000 tested, 0.24% active | AID 652162, 2013; in the data active = inhibition above about 10%
# BH1578 lux ind: inducers of Vibrio cholerae quorum light production without autoinducers, primary screen, BH1578 luxS cqsA deficient, single point | V. cholerae BH1578 lux reporter, luminescence, 6 h | activation, % at 18.7 µM | 350,000 tested, 0.16% active | AID 588436, 2011; in the data active = activation mostly above about 9.7%, no sharp cut-off; inconclusive = no clear call, values can overlap the other calls; inactive = mostly below about 3.7%; also: not every result past the cut was called active; inactives centre near 0; reference of the scale not given here
# Y pestis TopoI: Yersinia pestis topoisomerase I inhibitors, primary screen, biochemical, cleavage product accumulation, plate reader, single point; 360,000 tested, 0.064% active; AID 504884, 2011; activity, % at 10 µM; Y. pestis Topo-I cleavage product accumulation; in the data active = activity above about 50%, passing the limit was not always enough; inconclusive = no clear call, values can overlap the other calls; also: inactives centre near 2
# * marks the source's active call; other numbers are inactive results; i = inactive; ? = inconclusive; . = not tested or not shown; & = joins results of further samples. Rule as the data show it, unless noted: active = inhibition above about 30%; inconclusive = no clear call, values can overlap the other calls; inactive = below that. Some of the compounds tested (hit frequency here may not be typical).
SMILES,PrPC surface inh,PfHsp40 yeast,BoNT A protease,SSB-PriA inh,SARS 3CLpro inh,Anthrax LF prot,TcdB GH inh,BH1578 lux ind,Y pestis TopoI
COc1cc(/C=N/NC(=O)c2ccc(CN3c4cccc5cccc(c45)S3(=O)=O)cc2)cc(OC)c1O,3,-0.4,-1.0,.,-1,-6,-0.1,i,0
CCSC1(SCC)N=C(N)C2(C#N)C(c3ccccc3)NC3=C(CCC3)C12C#N (stereo not drawn),2,-0.5,0.5,-6,2,-3,.,0.2,19
CN1C(=O)NC(NS(=O)(=O)c2ccc(N)cc2)(C(F)(F)F)C1=O (stereo not drawn),1,-1.0,-0.1,-15,3,3,0.8,i,6
COC(=O)c1cc2n(n1)CCN(Cc1ccc(F)cc1)C2=O,0,1.0,0.0,-1,-1,-1,.,-0.9,-15
CCOc1ccc(C(=S)N2CCOCC2)cc1OCC,-3,0.3,-0.7,-12,3,2,1.4,-0.2,-8
CCCOc1nc(C)cc(COC)c1C(N)=O,-2,-1.9,0.4,-5,0,-2,1.1,-1.6,2
Cc1nc(C(=O)Nc2ccccc2Cl)cc2c1[nH]c1ccccc12,1,-0.8,0.2,-12,6,-3,.,4.0,-9
O=C(c1ccccc1)N1CCN(C(=O)c2cc3nc(-c4ccccc4)cc(C(F)(F)F)n3n2)CC1,0,0.3,0.4,-4,-1,-7,1.6,-1.2,29
Cc1cccc(C)c1C(O)c1ncc(-c2cccc(F)c2)[nH]1 (stereo not drawn),0,.,-0.3,.,.,0,1.0,i,5
CCOC(=O)c1cc(-c2cc3ccccc3o2)n[nH]1,-2,1.3,-0.3,-21,4,-1,.,-0.2,9
O=C(c1ccccc1)N1CCN(c2ccc(N3CCOCC3)nn2)CC1,-6,-1.4,0.1,-4,.,-3,3.0,i,2
Cc1onc(-c2ccccc2)c1C(=O)Nc1nncs1,6,-1.0,-2.0,2,-1,-2,0.5,-0.3,8
CC(NC(=O)C(=O)c1cn(CC(=O)N2CCOCC2)c2ccccc12)c1ccccc1 (stereo not drawn),-3,-0.8,0.9,-1,-3,-1,0.9,-0.4,17
O=C(COc1cccc(Cl)c1)Nc1nc(-c2ccc(S(=O)(=O)N3CCOCC3)cc2)cs1,-5,0.5,-0.4,1,7,-3,.,i,14
Cc1cccc(N2C(=O)N3[C@H](c4ccc(Br)cc4)[C@@H]4C(=O)N(C(C)(C)C)C(=O)[C@@H]4[C@]3(C)C2=O)c1,-1,2.2,-0.2,-4,0,0,0.9&3.3,1.2,0
COCCNC(=O)c1cn(C)c2ccc(S(=O)(=O)N3CCCCC3)cc2c1=O,1,-0.6,1.4,-10,-2,-2,1.5,-1.7,-7
C/C(Cn1nc([N+](=O)[O-])cc1C)=N\NC(=O)c1ccc(O)cc1O,1,-1.1,-0.2,.,6,-1,.,-0.5,-2
CC(=O)c1ccccc1NC(=O)COC(=O)C1CCCN1S(=O)(=O)c1ccccc1F (stereo not drawn),5,-0.1,-1.8,3,.,3,0.2,i,22
COC(=O)c1ccc(-c2nc(CN3CCCN(C(=O)c4ccco4)CC3)c(C)o2)cc1,-2,-1.2,-3.3,-6,-1,-2,-1.5,-0.1,16
COc1cc(-c2ccc(N3C(c4ccsc4)=Cc4ccc(F)cc4C3c3c[nH]c4ccc(C#N)cc34)cc2)cc(OC)c1OC (stereo not drawn),-2,.,0.4,.,.,-2,0.1,.,.

# 4 compounds out of the list, arranged by heavy-atom count, smallest number first:
SMILES,PrPC surface inh,PfHsp40 yeast,BoNT A protease,SSB-PriA inh,SARS 3CLpro inh,Anthrax LF prot,TcdB GH inh,BH1578 lux ind,Y pestis TopoI
CCCOc1nc(C)cc(COC)c1C(N)=O,-2,-1.9,0.4,-5,0,-2,1.1,-1.6,2
O=C(c1ccccc1)N1CCN(c2ccc(N3CCOCC3)nn2)CC1,-6,-1.4,0.1,-4,.,-3,3.0,i,2
CC(NC(=O)C(=O)c1cn(CC(=O)N2CCOCC2)c2ccccc12)c1ccccc1 (stereo not drawn),-3,-0.8,0.9,-1,-3,-1,0.9,-0.4,17
O=C(COc1cccc(Cl)c1)Nc1nc(-c2ccc(S(=O)(=O)N3CCOCC3)cc2)cs1,-5,0.5,-0.4,1,7,-3,.,i,14

# (listing goes on)
SMILES,PrPC surface inh,PfHsp40 yeast,BoNT A protease,SSB-PriA inh,SARS 3CLpro inh,Anthrax LF prot,TcdB GH inh,BH1578 lux ind,Y pestis TopoI
Cc1ccc(OCC(=O)N2CCc3ccccc32)c([N+](=O)[O-])n1,-12,0.4,-0.4,3,-6,-5,1.1,1.3,-6
Cc1ccc(N=C/C(C(=O)C(F)(F)F)=C(\O)c2cccs2)cc1,-2,1.3,0.8,.,1,2,.,-0.3,-3
O=C(Nc1ccon1)c1csc2ccccc12,-5,0.3,0.3,-2,-3,-2,.,-0.4,-1
CC(=O)Nc1ccc(NC(=O)CSc2nc(=O)n(Cc3cccnc3)c3c2CCC3)cc1,-1,4.1,-4.0,-8,.,-2,0.5,-5.9,5
CCn1c(C)c(C)c2cc(C(=O)NCCN3CCOCC3)ccc21,2,-0.6,-0.4,-1,1,2,2.1,-0.4,-5
CC1c2ccccc2SC(CCCN(C)C)c2ccccc21 (stereo not drawn),-5,-0.6,-0.9,3,1,-2,-0.3,-0.2,-4
COc1cc(/C=C/C(=O)Nc2nnc(CC(C)C)s2)cc(OC)c1OC,-11,0.7,-0.5,2,3,-2,0.9,-0.2,7
COc1ccc(/C(C)=N/N=C(\C)c2ccc(OC)cc2OC)c(OC)c1,6,0.6,-0.3,.,7,-5,-1.0,-0.6,2
Cc1ccccc1Nc1c(-c2cccnc2)nc2ccccn12,-1,1.2,-0.4,0,-1,-10,0.1,-0.5,0
Cc1cc(Cl)c2oc(C(=O)N3CCOCC3)c(C)c2c1,1,.,0.0,.,.,-7,-0.3,i,4
O=S(=O)(Nc1nc2ccccc2s1)c1ccc(Cl)s1,3,-0.3,-0.1,0,-1,1,.,i,2
COCCNC(=O)CSCc1nc(-c2ccc(SC)cc2)oc1C,4,-0.1,-0.7,-9,8,-7,.,-0.3,7
Cc1ccc(C2SCC(=O)Nc3c2c(=O)[nH]n3C2CCOC(C)(C)C2)cc1 (stereo not drawn),1,2.2,0.5,-3,-3,-4,.,7.1,-3
CCOC(=O)[C@H](CCc1ccccc1)N[C@@H](C)C(=O)N1CCC[C@H]1C(=O)O,-4,-0.2&-0.4,-0.8&-0.4,-3,-3,2&-14,0.9,6.2&-0.7,-4&-1
O=C(Nc1cccc(C(F)(F)F)c1)c1cccnc1,.,-0.2,?,9&-9,-3,-4,0.9,0.5,-1
CCCOC(=O)c1ccc(NC(=O)c2c(Cl)ccc(Cl)c2OC)cc1,-9,7.1,0.2,-18,0,2,1.5,0.0,-2
CCOc1ccc(C(=O)CCC(=O)N(CC)CC(=O)Nc2c(F)cccc2F)cc1,0,-1.4,2.5,-2,.,1,1.1,i,-4
CCOC(=O)C1(CCCc2ccccc2)CCN(C(=O)c2ccoc2)CC1,1,0.0,-0.8,-5,-1,2,-1.4,-0.3,18
CS(=O)(=O)c1sc(C(=O)NC(=S)Nc2ccc(OC(F)(F)F)cc2)c2c1C=CCC2,9,1.9,-1.0,-2,3,-4,0.2,0.5,6
CC(=O)c1csc(COc2ccc(Cl)cc2)n1,3,0.1,?,1,-4,-6,1.5,i,8
CC1=NN(C(=O)COc2ccccc2)C(O)(c2cccnc2)C1 (stereo not drawn),2,12,0.2,-9,4,-1,-1.6,-0.3,-1
Cc1cc(C)c(C(=O)/C=C/c2ccco2)c(=O)[nH]1,-5,0.1,-0.8,-9,6,-1,-3.0,-0.9,7
Cc1ccnc(NS(=O)(=O)c2ccc(N)cc2)n1,2,0.3,-0.1,-4,-1,4,0.8,2.1,6
CC(C)CN(CC(C)C)C(=O)C12CCC(C)(C(=O)C1)C2(C)C (stereo not drawn),0,-1.2,0.4,-14&-12,1,-7,.,-0.3,5
OCCn1c(Cl)nc2ccccc21,8,0.8,-2.8,-2&-1,-2,-2,.,.,5
CCCCn1nnnc1C(c1ccccc1)N1CCN(c2ncccc2C(F)(F)F)CC1 (stereo not drawn),6,.,-1.1,.,.,4,1.7,.,.
COc1cc(C(=O)Nc2ccc3c(c2)OCCO3)ccc1OC(F)F,7,0.6,0.8,-2,1,-2,.,i,3
COc1ccc(NC(=O)CSCc2cc(=O)n3c(C)csc3n2)cc1,0,-0.1,-0.5,-10,-4,-3,1.6,-0.4,-9
CC(=O)NCCc1cc2ccc(C)cc2[nH]c1=O,3,-0.9,-0.2,-2,0,0,.,i,4
COc1ccc(N(C(=O)C(C)C)S(=O)(=O)c2cccc([N+](=O)[O-])c2)cc1,-14,-0.3,-0.7,12,1,0,1.3,-0.4,12
CN(C)S(=O)(=O)c1cccc(NC(=O)c2ccc(S(=O)(=O)N3CCCC3)cc2)c1,10,.,2.4,-17,.,-2,-0.8,i,4
O=C(Nc1ccon1)c1ccc(F)c(S(=O)(=O)N2CCCCC2)c1,5,-1.7,-1.6,-12,1,0,-0.2,-0.3,5
Cc1ccc(Nc2nnc(SCC(=O)c3cc4ccccc4o3)s2)cc1C,13,-0.9,0.1,4,1,-4,.,-0.4,-5
CCCN1C2CCCC1CC(NC(=O)Nc1ccc(C(C)C)cc1)C2 (stereo not drawn),1,-0.7,0.7,3,4,7,.,-0.6,-2
Cc1ccc(N2CN=C(c3ccccc3)NC2=S)cc1,2,1.7,2.3,-7,-6,4,.,-7.1,-2
CCCCCCCCSc1nnc2[nH]c(=O)cc(N)n12,-3,-0.3,0.0,-4,2,-2,0.8,-0.2,-6
Cc1c(NS(=O)(=O)c2ccc(C(=O)NCc3ccc(F)cc3)cc2)c(=O)n(-c2ccccc2)n1C,1,0.1,-1.0,-19,.,-4,1.6,i,-2
COc1ccc(C(C)(C)C)cc1NC(=O)COC(=O)c1ncc(Cl)c(Cl)c1Cl,-2,2.0,0.1,-14,3,7,0.7,-0.3,18
COc1cc([N+](=O)[O-])ccc1NC(=S)N1CCN(c2ccccn2)CC1,4,1.8,0.5,6,0,1,-0.3,i,-7
CCOc1cc(/C=C2\C(=O)ON=C2c2ccccc2)cc(Br)c1O,-3,1.6,-5.6,-3,-5,-10,-3.3,-0.5,1
N#Cc1cnn(-c2ccccc2)c1N,6,-0.4,-0.5,-14,0,3,.,-0.7,8
CCc1ccc(NC(=O)C(C)OC(=O)c2cccc(S(=O)(=O)N3CCc4ccccc4C3)c2)cc1 (stereo not drawn),1,1.2,-0.3,-4,0,-1,0.4,-0.1,0
CC(C)CC(NC(N)=O)C(=O)OCC(=O)NC(=O)NC1CCCC1 (stereo not drawn),4,-0.4,1.1,1,2,2,.,-0.2,-5
C[C@@H]1CN([C@@H](C)CO)C(=O)CCCn2nncc2CO[C@@H]1CN(C)C(=O)Nc1ccc(C(C)(C)C)cc1,-4,.,-0.1,.,.,-1,-0.8&-0.4,-0.6,-1
Cc1ccc(C(=O)NS(=O)(=O)c2ccc(C)cc2)cc1,4,-0.4,0.2,-2,2,-3,2.1,-0.2,-1
CC(C)(C)NC(=O)CSc1nnc(-c2ccncc2)n1Cc1ccccc1,1,-0.3,0.7,-8,-3,2,.,i,3
CN(C(=O)CSc1nnc(-c2ccccc2)c(-c2ccccc2)n1)C1CCS(=O)(=O)C1 (stereo not drawn),-21,-1.5,1.6,-2,-1,-2,1.6,-0.2,13
Cn1cccc1Cc1nnc(SCC(=O)N2CCCC2)n1CCc1ccccc1,6,-0.5,-0.3,7,-2,4,-0.8,i,1
Nc1cccnc1Oc1ccc(F)cc1F,7,0.6,-0.4,-6,5,-7,-0.9,-0.9,-3
